Assay outcomes deposited in PubChem BioAssay by National Center for Advancing Translational Sciences (NCATS).
RORg inh: qHTS for inhibitors of ROR gamma transcriptional activity. Nuclear receptor ROR-gamma (Mus musculus), P51450. Drosophila S2 Gal4-RORgamma UAS-luciferase reporter, 20 h. Potency, µM (top dose mostly 53.6 µM), without a hit: top-dose activity change, negative = inhibition, actives largely listed as inhibitors. hit rate 5.4% among 310,000. AID 2551, 2010; further: potency means the concentration at half of the fitted maximal effect; on the % scale 0 is the no-effect control and ±100 the full control effect; nearly all actives have a fitted effect of over 60% in size
Target sequence (P51450 whole entry, looked up, the tested form may be a part): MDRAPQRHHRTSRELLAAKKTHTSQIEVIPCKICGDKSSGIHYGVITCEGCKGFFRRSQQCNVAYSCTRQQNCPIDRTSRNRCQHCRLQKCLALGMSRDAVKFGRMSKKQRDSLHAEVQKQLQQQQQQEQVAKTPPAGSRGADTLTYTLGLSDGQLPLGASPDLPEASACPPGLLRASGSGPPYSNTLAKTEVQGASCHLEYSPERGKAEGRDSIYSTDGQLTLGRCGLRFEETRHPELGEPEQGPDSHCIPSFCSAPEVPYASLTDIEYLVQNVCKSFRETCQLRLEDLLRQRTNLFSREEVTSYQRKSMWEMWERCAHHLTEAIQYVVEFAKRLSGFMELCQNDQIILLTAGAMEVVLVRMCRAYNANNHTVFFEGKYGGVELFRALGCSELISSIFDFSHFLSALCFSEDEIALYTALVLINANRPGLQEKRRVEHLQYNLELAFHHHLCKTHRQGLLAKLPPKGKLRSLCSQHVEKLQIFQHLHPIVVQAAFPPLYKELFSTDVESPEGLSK
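Using a luciferase readout, inhibitors were identified by reduced reporter activity in Drosophila cells coexpressing a copper-inducible Gal4–ROR gamma fusion and UAS-driven Photinus luciferase, incubated 20 hr after 700 uM copper sulfate.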
NPC1 promoter act: qHTS Assay for NPC1 Promoter Activators; Huh7 NPC1 promoter luciferase reporter, 24 h; Potency, µM (series often up to 9.22 µM), without a hit: at the highest dose activation, actives largely listed as activators; hit rate 2.4% among 320,000; AID 485313, 2010;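 further: potency means the concentration at half of the fitted maximal effect; % of control where 0% means no effect; nearly all actives have a fitted effect of over 60% in size; reporter is driven by a mutant NPC1 promoter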
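Luciferase expression driven by the NPC1 promoter was measured in stably transfected Huh7 cells after a 24 h compound incubation, using a luciferase reagent and a luminescence read.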
KCNH2 3.1 inh: qHTS for Inhibitors of KCHN2 3.1: Mutant qHTS | Potassium voltage-gated channel subfamily H member 2, brain isoform KCNH2 3.1 (human) | U2OS KCNH2 3.1, thallium flux FluxOr; hits give low values | activity change, % (tested at about 1.8 µM) | hit rate 0.95% among 340,000 | AID 720553, 2013;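 active means maximum activity change below -70%; inconclusive means maximum activity change from -70% to -50%; inactive means maximum activity change above -50%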;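 further: thallium influx rate constant from kinetic fluorescence after stimulation buffer; on the % scale 0 is the no-effect control and ±100 the full control effect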
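U2OS cells transduced with KCNH2 3.1 mutant virus (1.77 x 10^8 /mL, 4 h), plated overnight at 37 C, loaded 45 min with FluxOr dye plus Red40 quencher. Thallium flux rate constant from kinetic reads after stimulation buffer, normalised to controls.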
Tb PFK inh: qHTS Assay to Find Inhibitors of T. brucei phosphofructokinase | T. brucei PFK, ADP-Glo luminescence | Potency, µM (doses to about 57.5 µM), for inactives: at the top dose activity, negative = inhibition, most hits filed as inhibitors | hit rate 0.17% among 330,000 | AID 485367, 2010;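 further: potency means the concentration at half of the fitted maximal effect; 0% = uninhibited 1x PFK enzyme wells and -100% = no-enzyme wells; nearly all actives have a fitted effect of over 60% in size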
Target sequence (O15648 whole entry, looked up): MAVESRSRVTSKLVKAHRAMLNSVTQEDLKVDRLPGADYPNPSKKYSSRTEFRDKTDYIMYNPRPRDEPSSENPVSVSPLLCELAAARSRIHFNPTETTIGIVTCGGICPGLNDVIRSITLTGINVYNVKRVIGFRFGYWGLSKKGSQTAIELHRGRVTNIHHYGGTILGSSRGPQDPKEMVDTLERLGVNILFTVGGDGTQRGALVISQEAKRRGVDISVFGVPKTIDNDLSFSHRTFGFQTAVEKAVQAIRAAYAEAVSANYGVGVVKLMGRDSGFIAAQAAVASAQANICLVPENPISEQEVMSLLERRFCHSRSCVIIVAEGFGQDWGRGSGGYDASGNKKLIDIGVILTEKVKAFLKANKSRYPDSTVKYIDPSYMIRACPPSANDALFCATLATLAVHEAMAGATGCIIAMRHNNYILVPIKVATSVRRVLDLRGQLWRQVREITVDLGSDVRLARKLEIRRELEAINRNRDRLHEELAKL
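Compounds were pin-transferred as a titration series up to 57 uM into substrate buffer (0.5 mM F6P, 0.1 mM ATP, pH 8.0), then 1.25 nM PFK was added and reactions ran 45 min before ADP-Glo detection.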
ELG1 genotoxic: qHTS screen for small molecules that induce genotoxicity in human embryonic kidney (HEK293T) cells expressing luciferase-tagged ELG1 | hit rate 1.3% among 330,000 | Potency, µM (series often up to 46 µM), for inactives: at the top dose activity change, positive = activation, actives largely listed as activators | HEK293T ELG1-luciferase reporter, luminescence, 16 h; further: potency means the concentration at half of the fitted maximal effect; % of control where 0% means no effect; nearly all actives have a fitted effect of over 60% in size
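DMSO vehicle served as control against compound-treated ELG1-luciferase HEK293T cells; exposure lasted 16 hr at 37 °C and 5% CO2, followed by ONE-Glo luminescence detection after 30 min.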
FLuc counter: qHTS profiling assay for firefly luciferase inhibitor/activator using purifed enzyme and Km concentrations of substrates (counterscreen for miR-21 project). Potency, µM (titrated, usually from 57.5 µM), without a hit: at the top dose activity change, negative = inhibition, actives largely listed as inhibitors. Luciferin 4-monooxygenase (Photinus pyralis), P08659. hit rate 6.9% among 360,000. AID 588342, 2011. purified FLuc, Km substrates, luminescence inhibition;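 further: potency means the concentration at half of the fitted maximal effect; plate controls were vehicle for no effect and reference inhibitor for full effect; nearly all actives have a fitted effect of over 55% in size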
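Biochemical qHTS of compounds, final roughly 60 µM downward over six points, against 10 nM purified firefly luciferase using Km concentrations of substrates (10 uM D-luciferin, 10 uM ATP) in Tris acetate pH 7.5 buffer; luminescence output.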
uPA generation: qHTS for Inhibitors of Cell Surface uPA Generation. cell surface uPA generation assay, qHTS. Potency, µM (doses to about 38.3 µM), inactives show at the highest dose activity change, negative = inhibition, usual class: inhibitors. hit rate 0.31% among 330,000; active means well fitted inhibition curve with a large enough effect; inconclusive means small, poorly fitted or top-dose-only effect; inactive means no such curve, though single readings can be large or run the other way; tested in mouse RAW 264.7 cells; further: potency means the concentration at half of the fitted maximal effect; on the % scale 0 is the no-effect control and ±100 the full control effect; nearly all actives have a fitted effect of over 55% in size
Rab9 prom act: qHTS Assay for Rab9 Promoter Activators | Huh7 Rab9 promoter-luciferase reporter, luminescence, 24 h | Potency, µM (doses to about 9.22 µM), without a hit: at the top dose activation, negative = inhibition, actives largely listed as activators | hit rate 2.8% among 320,000; further: potency means the concentration at half of the fitted maximal effect; % of control where 0% means no effect; nearly all actives have a fitted effect of over 60% in size
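Promoter activation is measured as luciferase luminescence in Huh7 cells stably transfected with a Rab9 promoter–luciferase construct, following 24 h compound exposure at 37 °C and 10 min reagent incubation at ambient temperature.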
Giardia killer: Small Molecules that selectively kill Giardia lamblia: qHTS. Giardia lamblia trophozoite viability. activity change, % at 7.66 µM, hits read low. hit rate 0.15% among 340,000; in the data active means activity change below about -80%; inconclusive means between about -30% and that limit;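 further: parasites exposed to compound for two days anaerobically before the ATP read; on the % scale 0 is the no-effect control and ±100 the full control effect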
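Giardia lamblia trophozoites (100 cells/well) were incubated with compounds for 48 h at 37 deg C under anaerobic conditions. Viability was read as ATP content by one-step luminescence after 15-30 min at room temperature.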
VP16 counter: VP16 counterscreen qHTS for inhibitors of ROR gamma transcriptional activity | Potency, µM (top dose mostly 53.6 µM), for the others: at the highest dose activity, negative = inhibition, most hits filed as inhibitors | hit rate 3.5% among 310,000 | Drosophila S2 Gal4-VP16 UAS-luciferase, luminescence, 20 h;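 further: Gal4-VP16 expression switched on by copper sulfate through the metallothionein promoter; potency means the concentration at half of the fitted maximal effect; on the % scale 0 is the no-effect control and ±100 the full control effect; nearly all actives have a fitted effect of over 50% in size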
Coupling enz: qHTS Assay for Inhibitors of Fructose-1,6-bisphosphate Aldolase from Giardia Lamblia: Coupling assay counterscreen | coupling enzyme system counterscreen, AmpLite Red fluorescence | activity change, negative = inhibition, % at 58.2 µM, hits read low | hit rate 0.67% among 290,000 | AID 2472, 2010; in the data active means activity change below about -30%; further: on the % scale 0 is the no-effect control and ±100 the full control effect
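Coupling enzymes only (glyceraldehyde-3-phosphate) + compound, at 57.5 uM final, 10 min RT; add substrate/coupling/AmpLite Red mix, 20 min RT; fluorescence ex 525/em 598 nm. Actives flag coupling-system interference.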
Active calls of the source: *; ? = inconclusive; . = no result given; & = joins results of further samples; [ ] = remark or other dose. Unless noted, the call rests on the fitted dose curve; in most records, active means well fitted curve in the direction sought with a large enough effect; inconclusive means small, poorly fitted or top-dose-only effect, or another doubt; inactive means no such curve, though single readings can be large; an effect the other way counts as inactive or inconclusive.

SMILES | RORg inh | NPC1 promoter act | KCNH2 3.1 inh | Tb PFK inh | ELG1 genotoxic | FLuc counter | uPA generation | Rab9 prom act | Giardia killer | VP16 counter | Coupling enz
CN(C)S(=O)(=O)N1CCC(CCCC2CCN(S(=O)(=O)N(C)C)CC2)CC1 | -10.1% | . | 25.5 | . | . | -1.6% | -3.5% | . | -9.5 | -0.1% | 2.0
O=C(Nc1ccc(Cl)c(Cl)c1)Nc1nnc(CC2=CCCCC2)s1 | ? | -12.0% | 38.8 | -7.3% | -2.0% | 1.9% | 14.8% | -42.2%[inhibitor] | -22.4 | 12.6µM* | 3.5
Cc1c(Cl)cccc1NC(=O)CCC(=O)NNC(=O)c1ccco1 | 26.3% | -3.5% | -3.8 | 1.3% | -2.5% | 5.3% | . | 0.7% | -12.3 | -9.0% | -1.6
Cc1ccccc1Oc1ccc(Oc2ccccc2C)nn1 | 1.7% | 3.98µM* | -10.0 | 1.3% | ? | ? | -2.2% | ? | -7.4 | 9.7% | 4.2
O=C(N/N=C/c1ccccc1O)C1(O)c2ccccc2-c2ccccc21 | 0.562µM* | -4.8% | -7.8 | -2.7% | -1.6% | -0.8% | -7.2% | -5.8% | -5.2 | 0.794µM* | -0.2
C=CC[C@@H](CC(=O)NCCO)C(=O)N[C@H](COC(=O)[C@H](CC=C)CC(=O)OC(C)(C)C)Cc1c[nH]c2ccccc12 | . | . | -16.1 | 2.2% | 0.0% | . | -7.7% | . | ? | . | .
Cn1c(C(=O)N2CCCC(C(=O)c3ccc(C(F)(F)F)cc3)C2)cc(=O)n(C)c1=O (stereo not given) | 14.6% | -2.3% | -0.4 | -0.2% | -1.9% | -1.0% | -2.1% | 0.5% | 9.4 | -2.8% | 1.4
O=C(Cc1cccs1)N1CCCC(c2nc3c(nnn3Cc3ccccc3Cl)c(=O)[nH]2)C1 (stereo not given) | 19.6% | -1.0% | -20.9 | -12.1% | 1.5% | 7.4% | . | 3.4% | -4.0 | 8.2% | 5.2
CCOC(=O)c1cc(CC)sc1/N=C/C1=C(O)CC(C)(C)CC1=O | 14.0% | -0.4% | 7.4 | 1.2% | 1.6% | 0.9% | 0.9% | -3.9% | 24.2 | 6.4% | -8.4
Cc1ccc(S(=O)(=O)NCC(=O)OCC(=O)NCc2cccs2)cc1 | . | -3.8% | 2.6 | -0.3% | -2.3% | 2.2% | -2.8% | -1.7% | -22.8 | . | .
COc1ccc2[nH]c3c(c2c1)CCN1C(=O)C(CC(=O)NCCN2CCOCC2)C[C@H](C(=O)N2CCOCC2)[C@@]31CCC1CCCC1 (stereo not given in full) | . | . | -5.2 | -2.6% | 6.1% | . | -14.8% | . | -0.2 | . | .
Cc1nc2ccc(NC(=O)NCc3ccco3)cc2s1 | ? | 20.6% | 17.4 | 7.5% | ? | ? | -13.4% | 21.5% | -9.7 | 0.7% | 1.0
C=CCSc1nnc(NC(=O)C23CC4CC(CC(NC(C)=O)(C4)C2)C3)s1 | 1.5% | -1.7% | -4.2 | 2.5% | -14.2% | 0.3% | -7.7% | -4.1% | -16.9 | 12.6µM* | .
COc1ccc(C(=O)c2ccccc2O)c(O)c1 | 1.8% | -1.3% | -1.0 | -6.9% | 4.7% | 0.8% | -7.1% | 2.1% | -15.1 | 4.9% | -2.2&0.7
CCc1ccc(NC(=O)COC(=O)Cn2cnc3ccccc32)cc1 | . | -2.3% | -2.0 | 0.2% | 2.8% | -1.4% | 0.0% | 2.3% | -4.1 | . | .
N#C/C(=C\c1ccccc1)C(=O)N1CCN(c2ccccc2F)CC1 | -13.0% | 1.8% | -16.9 | -7.1% | 3.4% | 1.6% | 0.0% | -8.0% | -5.3 | 2.4% | 8.1
Cc1ccc(-n2nc3c(c2NC(=O)C2CC2)CS(=O)(=O)C3)cc1C | -21.1% | 4.4% | 1.8 | -1.8% | 3.1% | -0.4% | -12.2% | -2.1% | -3.4 | -4.3% | .
NC(=O)c1cccnc1Sc1ccc(Cl)cc1 | -9.1% | -0.7% | . | -1.2% | 0.0% | 3.3% | 1.7% | 0.0% | -0.8 | -1.2% | 0.0
CCOC(=O)c1c(N2C(=O)Nc3ccccc3N2O)n[nH]c1-c1cccc(Cl)c1 | 2.3% | -8.4% | 12.2 | 2.2% | -5.5% | ? | -5.2% | 15.4% | 0.0 | 1.1% | 8.2
CC(C)c1ccc(NC(=S)NCc2ccc3c(c2)OCO3)cc1 | 12.6µM* | -5.4% | 8.4 | -1.1% | -0.5% | ? | 1.6% | 9.4% | 10.9 | ? | 0.3
O=C(O)CCC(=O)Nc1ccc(Cc2ccc(NC(=O)CCC(=O)O)c(O)c2)cc1O | -4.3% | 1.3% | -4.9 | 6.0% | 0.8% | -0.5% | -4.0% | 0.0% | 29.5 | -0.4% | -2.3
CCOC(=O)CC(NC(=O)c1cccc2c1C(=O)N(Cc1cccnc1)C2)c1ccc(OC(C)C)cc1 (stereo not given) | 18.6% | -1.0% | -14.2 | -1.3% | -11.8% | 5.0% | 1.5% | 3.5% | -11.8 | -12.6% | 0.2
c1coc(-c2ccnc(-n3cccc3)n2)c1 | 36.7% | -6.1% | 9.5 | -10.0% | 0.3% | ? | -0.3% | -8.5% | 7.9 | 27.8% | 0.2
CCN(CC)c1ccc(/C=N/NC(=O)c2c[nH]c3ccccc23)cc1 | -23.0% | 6.1% | 0.2 | -1.4% | 1.0% | 10.7µM* | -6.3% | 1.4% | -9.5 | 9.8% | 0.1
O=C(CN1c2cccc3cccc(c23)S1(=O)=O)NCc1ccc2c(c1)OCO2 | 38.9% | 0.2% | 0.8 | -3.9% | -6.3% | ? | -6.9% | 3.2% | 10.5 | -2.5% | -0.1
CCC(C(=O)OCc1csc(CC(=O)Nc2ccccc2C)n1)c1ccccc1 (stereo not given) | . | -1.0% | -10.7 | -15.9% | -0.6% | 2.0% | 8.4% | 3.5% | -9.8 | . | .
CC(C)NC(=O)NC(=O)CSc1ccc(S(=O)(=O)N2CCOCC2)cn1 | . | 0.0% | -13.4 | 1.5% | -1.4% | -2.9% | -1.6% | -1.9% | -19.4 | . | .
O=C(c1ccc(=O)oc1)N1CCOCC1 | -6.9% | -5.3% | 8.0 | 0.5% | 0.8% | 3.1% | 4.4% | 6.6% | 2.2 | 1.9% | 4.2
COc1ccc(C(=O)NC2CCCc3ccccc32)cc1 (stereo not given) | -12.3% | 10.1% | 3.4 | 0.3% | 3.2% | -5.7% | -0.7% | 12.9% | 3.0 | ? | -11.1
Cc1ccc(C(=O)Cn2nnc3ccccc32)cc1C | -39.3% | 1.41µM* | 3.9 | 0.3% | ? | 4.78µM* | -1.2% | 0.794µM* | 10.3 | -23.0% | 3.0
COc1ccccc1/C=C/C=N/NC(=O)c1cc(-c2ccco2)[nH]n1 | 11.2µM* | -2.7% | 0.0 | 6.8% | -4.9% | 16.9µM* | -3.0% | -0.3% | 13.9 | ? | -0.1
O=C(/C=C/c1cccc(C(F)(F)F)c1)Nc1cccc(C(F)(F)F)c1 | ? | -4.2% | 2.8 | 4.1% | -7.8% | ? | ? | -0.9% | 1.6 | ? | -2.5
O=C(COC(=O)c1c(F)cccc1F)Nc1ccc2[nH]c(=O)[nH]c2c1 | -19.6% | -0.8% | -11.4 | ? | -2.4% | 0.8% | 0.6% | -21.4% | -17.5 | -8.0%[10 µM] | -12.4
CCn1c(SCC(=O)N/N=C/c2ccc(C)o2)nnc1-c1ccc(C)cc1 | -15.5% | -1.3% | -3.0 | -5.5% | -1.3% | ? | 0.5% | 0.4% | -3.1 | -4.8% | 5.2
COc1ccc(S(=O)(=O)N2CCCC2C(=O)NCc2ccccc2Cl)cc1 (stereo not given) | 11.4% | -0.4% | 3.6 | -2.3% | -3.2% | 0.4% | 5.5% | -6.9% | -8.4 | 1.4% | 2.7

Rows were taken by chance; any-hit rate near 14%.
